Screens: PubChem, several laboratories
Plk1 PBD FP: Plk1 (human) PBD binding inhibition. P53350. Plk1 PBD phosphopeptide binding, fluorescence polarization. inhibition, %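 (tested at about 20 µM)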. actives 0.13% (n = 97,000); in the data active means inhibition above about 34%, passing the limit was not always enough
CYP2C9 inh: human CYP2C9 inhibition; actives 20% (n = 96,000); CYP2C9 Supersomes, luciferin-H conversion, luminescence; inhibition, % at 5 µM; P11712;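 active means blocking of liver enzyme CYP2C9 beyond about 50% at 5 µM, limit read from the data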; further: values of inactives mirror those of a sister screen read the other way
PLAP act: activates human placental alkaline phosphatase. P05187. purified PLAP enzyme, luminescent substrate read-out; stronger effect = higher value. activation fold at 20 µM. actives 1.2% (n = 96,000); in the data active means activation fold above about 2
CYP2C19 activ: cytochrome P450 2C19 (human) activation | 96,000 tested, under 10 active | P33261 | recombinant CYP2C19, luciferin-H EGE luminescence; stronger effect = higher value; 0 = fully inhibited enzyme, 1 = untreated enzyme | AID 1025 | activation factor at 5 µM;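 active means activation factor of at least 2 at 5 µM in the primary screen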;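 further: 0 = wells with 2.5 mM tranylcypromine and 1 = vehicle-only wells; values of inactives mirror those of a sister screen read the other way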
CYP2C19 inh: inhibitors of human CYP2C19; P33261; CYP2C19 Supersomes, luciferin-H EGE luminescence, 30 min; inhibition, % at 5 µM; actives 21% (n = 96,000);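 active means CYP2C19 inhibition above a set limit at 5 µM in the primary screen, cut at about 50% in these data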;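 further: plate controls were negative control wells for no effect and 2.5 mM tranylcypromine positive control for full effect; values of inactives mirror those of a sister screen read the other way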
HIV Rev-RRE inh: disrupts HIV-1 Rev binding to RRE RNA | P05866 | Rev peptide-RRE RNA binding, FRET | inhibition, % at 8 µM | actives 0.79% (n = 97,000);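 active means inhibition above the screen-wide mean plus 3 SD, cut at about 35% in these data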;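 further: 0% = median DMSO wells and 100% = median Neomycin B control wells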
Target sequence (P05866 whole entry, looked up): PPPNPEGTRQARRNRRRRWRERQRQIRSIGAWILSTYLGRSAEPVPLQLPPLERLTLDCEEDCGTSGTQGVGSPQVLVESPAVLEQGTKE
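assay system = Cy5-tagged RRE RNA duplex with fluorescein-tagged Rev peptide | incubation = 5 + 15 min at 25 °C | also added = labelled Rev peptide | measure = % inhibition of FRET ratio versus controls | benchmarks = DMSO wells as 0% and neomycin B wells as 100% inhibition | measured by = FRET fluorescence readout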
EphB4 antag: antagonists of human EphB4-ephrin-B2 interaction. P54760. inhibition, % at 7 µM. actives 0.15% (n = 97,000). EphB4 LBD / TNYL-RAW-Alexa532 peptide, fluorescence polarization;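 active means inhibition above the screen-wide mean inhibition plus 3 SD, cut at about 15% in these data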;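 further: 0% = DMSO wells and 100% = excess unlabeled TNYL-RAW peptide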
Target sequence (P54760 whole entry, looked up, the tested form may be a part): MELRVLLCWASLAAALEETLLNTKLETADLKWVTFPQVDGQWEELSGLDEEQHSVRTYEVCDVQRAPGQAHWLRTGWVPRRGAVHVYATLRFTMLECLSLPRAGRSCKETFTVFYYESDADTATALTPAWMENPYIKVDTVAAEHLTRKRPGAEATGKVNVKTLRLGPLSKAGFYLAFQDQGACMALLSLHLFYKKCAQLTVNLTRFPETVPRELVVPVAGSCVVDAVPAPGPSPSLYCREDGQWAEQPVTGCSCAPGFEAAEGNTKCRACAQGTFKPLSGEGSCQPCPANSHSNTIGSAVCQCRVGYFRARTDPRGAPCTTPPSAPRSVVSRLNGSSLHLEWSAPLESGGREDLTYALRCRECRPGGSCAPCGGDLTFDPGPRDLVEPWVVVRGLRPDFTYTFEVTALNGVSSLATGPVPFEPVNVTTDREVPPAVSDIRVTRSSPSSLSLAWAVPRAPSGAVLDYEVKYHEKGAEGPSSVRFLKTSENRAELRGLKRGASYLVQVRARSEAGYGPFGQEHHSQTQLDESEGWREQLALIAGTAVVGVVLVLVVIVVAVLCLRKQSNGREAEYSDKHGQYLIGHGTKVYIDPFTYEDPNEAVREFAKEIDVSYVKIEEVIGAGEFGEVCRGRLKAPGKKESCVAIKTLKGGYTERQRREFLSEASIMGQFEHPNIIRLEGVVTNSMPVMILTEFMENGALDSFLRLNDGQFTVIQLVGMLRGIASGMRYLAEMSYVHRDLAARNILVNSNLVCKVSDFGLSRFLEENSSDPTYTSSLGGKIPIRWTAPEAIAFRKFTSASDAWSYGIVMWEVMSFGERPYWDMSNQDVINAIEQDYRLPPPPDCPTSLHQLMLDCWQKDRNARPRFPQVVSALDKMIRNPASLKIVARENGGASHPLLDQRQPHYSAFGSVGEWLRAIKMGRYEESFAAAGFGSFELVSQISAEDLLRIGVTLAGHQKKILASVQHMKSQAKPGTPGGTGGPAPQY
PLK1 kinase inh: inhibitors of human PLK1 kinase | recombinant PLK1 kinase, TR-FRET peptide phosphorylation | inhibition, % at 10 µM | actives 0.53% (n = 97,000);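 active means inhibition of 50% or more in the single-concentration screen; inactive means inhibition below 50%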;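 further: 0% = DMSO max control and 100% = H-89 dihydrochloride min control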
CYP2C9 activ: activators of human CYP2C9; actives 1.4% (n = 96,000); recombinant CYP2C9, luciferin-H conversion, luminescence; stronger effect = higher value; factor 1 = untreated enzyme, 0 = blocked; activation factor at 5 µM; AID 1024;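 active means activation factor of 2 or more for CYP2C9 at a 5 µM dose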;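 further: 0 = sulfaphenazole-blocked wells and 1 = vehicle-only wells; values of inactives mirror those of a sister screen read the other way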
Numbers without * were called inactive; . = not tested or not shown.

Under each structure – Plk1 PBD FP	CYP2C9 inh	PLAP act	CYP2C19 activ	CYP2C19 inh	HIV Rev-RRE inh	EphB4 antag	PLK1 kinase inh	CYP2C9 activ
> CC1=NN(C(=O)c2c(Br)cnn2C)C(O)(C(F)(F)F)C1 (stereo unspecified)
→ 14	-24	1.1	0.8	24	7	3	-14	1.2
> O=C(COc1ccc(-c2nnco2)cc1)NC1CCCc2ccccc21 (stereo unspecified)
→ .	86*	1.6	0	98*	.	.	.	0.1
> Cc1noc(C(=O)Nc2ccc3c(c2)OCO3)c1Cl
→ 1	.	.	.	.	3	2	-11	.
> Cc1cc(=O)oc2cc(OCC(=O)OCc3nnc(-c4ccccc4)o3)ccc12
→ 1	-46	1.2	0.9	5	2	3	-6	1.5
> CC(C)Sc1nc2c(c(=O)[nH]1)C(c1cccs1)C1=C(CC(C)(C)CC1=O)N2 (stereo unspecified)
→ -7	68*	1.5	0.7	33	2	0	-15	0.3
> COc1cc2c(cc1OC)C1(CCCC1)C(N)=C2C#N
→ -10	.	.	.	.	1	1	34	.
> CCC(=O)c1ccc(N2CCN(C(=O)COc3ccc(F)cc3)CC2)c(F)c1
→ 3	28	1.1	0.7	34	13	-5	8	0.7
> CCC(=O)Oc1ccc2c(C)c(Cl)c(=O)oc2c1
→ -12	18	1.7	0.7	26	5	2	-18	0.8
> Cn1c(CN2CCCC2)nc2cc(NS(=O)(=O)c3ccccc3)ccc21
→ 6	-5	1	0.8	25	4	-3	-2	1.1
> c1ccc(-c2cc(-c3nn4c(-c5ccco5)nnc4s3)c3ccccc3n2)cc1
→ 9	77*	1.5	0.6	37	0	1	-10	0.2
> CCOc1ccc(-c2cc(CCCC(=O)NCCc3ccc(OC)c(OC)c3OC)no2)cc1
→ -11	66*	0.9	0.8	22	8	7	-6	0.3
> CSc1nc(C)c2c(n1)N(c1ccc(F)cc1)CC2
→ -1	8	0.8	0.9	12	-2	-4	-7	0.9
> CN(C)S(=O)(=O)c1ccc(-c2csnn2)s1
→ 2	-45	0.8	0.6	37	4	0	-17	1.5
> COc1ccc(OC)c(NC(=O)CCN2CCN(c3ccccc3)CC2)c1
→ .	16	1.6	0.6	35	.	.	.	0.8
> C=CCn1c(C(C)NC(=O)C(C)(C)C)nc2ccccc21 (stereo unspecified)
→ -5	.	.	.	.	6	-1	-13	.

Entries listed so far shown as hits in CYP2C19 inh:
Under each structure – Plk1 PBD FP	CYP2C9 inh	PLAP act	CYP2C19 activ	CYP2C19 inh	HIV Rev-RRE inh	EphB4 antag	PLK1 kinase inh	CYP2C9 activ
> O=C(COc1ccc(-c2nnco2)cc1)NC1CCCc2ccccc21 (stereo unspecified)
→ .	86*	1.6	0	98*	.	.	.	0.1

The results go on.
Under each structure – Plk1 PBD FP	CYP2C9 inh	PLAP act	CYP2C19 activ	CYP2C19 inh	HIV Rev-RRE inh	EphB4 antag	PLK1 kinase inh	CYP2C9 activ
> Cc1cc(C(=O)COc2cccc3cccnc23)c(C)n1C
→ -24	-88	0.9	0.9	13	22	3	-10	1.9
> CC(C)OCCCNC(=O)Cn1ncc2c(=O)oc3ccccc3c21
→ -19	-5	1.1	0.9	14	6	5	-5	1
> CCn1c(=O)cc(SCC(=O)N2CCN(Cc3ccc4c(c3)OCO4)CC2)c2ccccc21
→ -15	41	1.5	0.6	41	3	-2	-10	0.6
> CCN1CCN(Cc2ccc(NC(=O)CC3Oc4ccc(C)cc4NC3=O)cc2)CC1 (stereo unspecified)
→ 5	-1	0.9	1.1	-14	-2	-10	-2	1
> O=C(c1ccco1)N1CCN(c2ncnc3c2cnn3-c2ccccc2)CC1
→ -15	15	1.4	0.7	27	2	-4	-9	0.8
> COc1ccc(C)cc1NC(=O)CN1CCN(c2ccc(F)cc2)CC1
→ -8	12	1.2	0.2	78*	7	2	-10	0.9
> CCN(CC)CCCn1c(C)cc2c(c1=O)C(c1cccc(Cl)c1)C(C#N)=C(N)O2 (stereo unspecified)
→ 47*	.	.	.	.	-2	-7	-5	.
> COc1ccc(C(=O)NNC2=NC(C)(C)Cc3cc(C)c(C)cc32)cc1
→ -10	-11	1	1.2	-22	-3	-3	-13	1.1
> C/C(=C\c1ccco1)C1Nc2cccc3cccc(c23)N1
→ -10	56*	0.9	0.3	73*	4	2	10	0.4
> CCOC(=O)c1[nH]c2ccccc2c1NC(=O)CC
→ 28	3	0.9	1.1	-10	6	3	-13	1
> CCOC(=O)C(C)Oc1ccc(=O)n(-c2ccccc2)n1 (stereo unspecified)
→ -3	2	1.1	0.7	33	2	-4	-1	1
> CCOC(=O)c1[nH]c(COC(=O)c2ccccc2NC(=O)c2ccco2)c(C(=O)OCC)c1C
→ -3	88*	1.3	0.5	50	15	5	-9	0.1
> CSCCC(C(=O)N1CC2(C)CC1CC(C)(C)C2)N1C(=O)c2ccccc2C1=O (stereo unspecified)
→ 6	.	.	.	.	0	2	-8	.
> Cc1onc(-c2ccccc2Cl)c1C(=O)Nc1ccccc1C(N)=O
→ 1	38	0.9	0.4	56*	4	0	-8	0.6
> Cc1nc2nc(-c3cccs3)cn2nc1C
→ -7	8	1.6	0.4	62*	30	7	-9	0.9
> O=C(NCCCn1ccnc1)c1ccc2c(c1)OCCO2
→ -18	58*	1	0	97*	8	-2	-6	0.4
> O=C(Nc1ccc2nc(-c3ccccc3)[nH]c2c1)c1cccs1
→ -33	40	0.9	0.8	20	3	-6	1	0.6
> Cc1ccc(Nc2nc3nonc3[nH]c2=O)cc1C
→ .	58*	1.4	1.1	-9	.	.	.	0.4
> c1coc(-c2ncc[nH]2)c1
→ -24	-15	0.9	0.9	6	7	0	1	1.1
> Cc1ccc(C2=NN3C(C(=O)c4ccccc4)Oc4ccccc4C3C2)cc1 (stereo unspecified)
→ -18	70*	1.2	0.2	82*	4	4	-12	0.3
> CCNCc1cc2cc(C)ccc2[nH]c1=O
→ -9	10	1.3	0.7	28	24	3	-3	0.9
> C=CCn1c(SCC(=O)Nc2ccccc2CC)nnc1-c1ccncc1
→ -35	48	0.8	0.1	91*	2	-2	1	0.5
> CC(C)(C)C(=O)COC(=O)CNC(=O)c1ccc(Oc2ccccc2)cc1
→ 12	53*	0.9	0.8	22	11	-6	-3	0.5
> O=C(CCn1cnc2ccccc2c1=O)Nc1ccc2c(c1)OCCO2
→ -50	53*	0.8	0.5	53*	-1	0	-6	0.5
> COc1ccc(C(C(C(=O)c2cccs2)N2CCOCC2)N2CCOCC2)cc1OC (stereo unspecified)
→ -25	-2	1.2	0.9	6	11	0	-12	1
> CCOC(=O)N1CCC(N2C(=O)c3ccccc3C2Nc2ccc(C)cc2)CC1 (stereo unspecified)
→ 22	48	1.7	0.5	48	-1	4	-8	0.5
> Cc1[nH]c2ccccc2c1NC(=O)CN1CCN(Cc2ccc3c(c2)OCO3)CC1
→ 7	12	1.5	0.7	27	12	9	-8	0.9
> CCOC(=O)c1cc(C)n(CCCN2CCOCC2)c1C
→ 27	-12	1.2	0.9	8	1	1	-2	1.1
> Cc1cccc(N2CCN(C(=O)c3ccccc3NC(=O)C3CC=CCC3C(=O)O)CC2)c1 (stereo unspecified)
→ 24	27	1.6	0.9	10	3	1	-6	0.7
> O=C(Cc1ccccc1)Nc1ccccc1C(=O)O
→ -5	35	1.3	1	-1	5	-2	-3	0.7
> CN(C)C(=O)CSc1nnc(Cc2ccccc2)n1Cc1ccco1
→ 8	.	.	.	.	2	1	-13	.
> COCCCN1C(=O)C(O)=C(C(=O)c2ccco2)C1c1ccccc1 (stereo unspecified)
→ .	-5	1	1.2	-17	.	.	.	1.1
> Cc1ccccc1C1C(C#N)=C2N=C(N)c3c(sc4c3CCCCC4)N2C2=C1C(=O)CC(C)(C)C2 (stereo unspecified)
→ -17	47	1.1	0.9	8	34	6	-4	0.5
> COCCn1c(CN2CCN(c3cccc(Cl)c3)CC2)nc2c1c(=O)n(C)c(=O)n2C
→ 28	77*	1.4	0.6	44	-1	-5	-6	0.2
> N#Cc1c(NC(=O)COC(=O)C2CC3C=CC2C3)oc(-c2ccccc2)c1-c1ccccc1 (stereo unspecified)
→ -9	71*	1.6	0.9	13	-1	-2	-2	0.3
> N#CCc1ccc(NC(=O)Nc2cccc(Cl)c2)cc1
→ -1	0	0.9	0.8	16	8	0	0	1
> Nc1c(C(=O)NCc2ccco2)c2nc3ccccc3nc2n1CCc1ccc(F)cc1
→ -33	58*	2*	0.6	43	29	1	36	0.4
> COc1ccc(-c2csc(Cc3nnc4n3CCCCC4)n2)cc1OC
→ 0	0	1	0.9	8	5	-7	-3	1
> C=C(c1cccc2ccccc12)P(=O)(O)O
→ 4	-10	0.8	1.2	-17	6	3	-4	1.1
> COc1ccc(OC)c(C2=NOC(C(=O)Nc3cccc(C(C)=O)c3)C2)c1 (stereo unspecified)
→ 25	-134	0.9	0.5	52*	8	3	6	2.3*
> CC(C(=O)N(C)C)N(C#N)c1nc(N(C)C)nc(N(C)C)n1 (stereo unspecified)
→ -10	-31	0.8	1.2	-21	2	-5	-5	1.3
> Clc1ccc(-c2cnc3n2CCC3)cc1
→ 4	8	1	0.8	19	6	-7	-5	0.9
> Oc1ccc(Cl)cc1-c1cc(C(F)(F)C(F)F)nc(-c2ccccc2)n1
→ -7	15	0.9	1.1	-9	19	5	-6	0.8
> CSc1ccccc1-n1nnnc1SCc1ccccc1
→ -12	66*	0.8	0.1	87*	8	0	-10	0.3
> CC(C)(C)OC(=O)N1CCC(C(=O)O)CC1
→ 0	-12	1.1	1.2	-20	3	-1	-10	1.1
> COc1ccc(Nc2nnc(SCC(=O)Nc3cc(C)on3)s2)cc1
→ 9	7	0.9	1.1	-8	12	-3	-4	0.9
> CCOC(=O)C1=C(c2ccccc2)NC(SCC(=O)NC2CCCCC2)=C(C#N)C1c1ccco1 (stereo unspecified)
→ -24	61*	0.9	0.7	30	0	-3	-30	0.4
> Cc1cc2ncn(CCOc3ccccc3C#N)c2cc1C
→ 0	51*	1.1	0.2	77*	17	4	-21	0.5
> COc1ccc(S(=O)(=O)NC2CCCCC2)cc1C
→ -4	-202	0.9	0.4	60*	1	-3	-2	3*
> COC(=O)c1cc(NC(=O)Cc2coc3cc(OC)ccc23)cc(C(=O)OC)c1
→ -24	92*	1.4	0.4	58*	8	0	-9	0.1
> CC1CCc2c(sc(NC(=O)CSc3ncnc4c3cnn4-c3ccccc3Cl)c2C#N)C1 (stereo unspecified)
→ -24	72*	1.1	0.7	27	13	3	-11	0.3
> Cc1cc(C(=O)N2CCN(c3ncccn3)CC2)sc1-c1ccccc1
→ -18	.	.	.	.	8	-2	-93	.
> Cc1ccc(C(=O)CSc2nnc(COc3ccc(C#N)cc3)n2-c2ccccc2)cc1
→ -15	.	.	.	.	-2	-4	2	.
> CCOc1c2ccc(C(=O)NCCc3ccc(C)cc3)cc2nn1CC
→ 21	27	1	0.8	20	5	-2	-3	0.7
> CC(=O)c1cc2c(cc1NC(=O)C1CC=CCC1C(=O)O)OCO2 (stereo unspecified)
→ 14	74*	0.9	1	-1	6	-4	-11	0.3
> CC1CCN(c2nc3c(c(=O)n(C)c(=O)n3C)n2CCSc2nc3ccccc3s2)CC1
→ -19	29	1.4	0.6	36	-2	0	-2	0.7
> COC(=O)c1ccc(C)c(NC(=O)CCSc2ccccc2)c1
→ -14	55*	1.3	0.7	29	7	3	-11	0.4
> Cc1ccc(-n2c3c(cc(C(=O)NC4CCSC4=O)c2=O)C(=O)CC(C)(C)C3)cc1 (stereo unspecified)
→ -1	-46	1.6	1.2	-23	-1	3	4	1.5
> O=C(Nc1cc(Cl)cc(Cl)c1)C(NCCO)c1ccccc1 (stereo unspecified)
→ -10	22	0.9	0.7	31	6	5	-3	0.8
> COC(=O)c1sc(N)c(C(=O)OC)c1COC(=O)c1c(C)noc1C
→ 19	97*	1.4	0	96*	12	-2	-12	0
